From PubChem BioAssay
NOD2-RIPK2 inh – NOD2-RIPK2 protein interaction inhibition | O43353 | CHO BLA complementation NOD2-RIPK2, CCF4 ratio | inhibition, % at 4.98 µM | hit rate 0.38% among 360,000 | AID 624267; in the data active = inhibition above about 21%;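 note: 0% = vehicle only and 100% = reference blocker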
SRC3 inh – inhibits human SRC3 coactivator; Q9Y6Q9; HEK293 GAL4-SRC3 luciferase reporter, luminescence; inhibition, % at 3.6 µM; hit rate 0.17% among 360,000;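 active = inhibition above a per-campaign cutoff, the mean of all compounds plus 3 SD, cut at about 60% in these data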;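 note: 0% = DMSO-treated cells and 100% = gossypol-treated cells at 36 µM; higher means less SRC3-driven luciferase light from the GAL4 reporter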
NCOA2 inhibitor – inhibits human steroid receptor coactivator 2; Q15596; HEK293 GAL4-SRC2 luciferase reporter, luminescence; inhibition, % at 9 µM; hit rate 0.17% among 370,000;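 active = inhibition above the mean inhibition of all tested compounds plus 3 SD, set per campaign, cut at about 52% in these data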;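 note: 0% = DMSO treated cells and 100% = cells given Gossypol at 36 µM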
ABHD5 PLIN5 PPI – inhibitors of human ABHD5-perilipin-5 interaction. Q00G26+Q8WTS1. Split G. princeps luciferase complementation, luminescence, 4 h. inhibition, % at 4 µM. hit rate 0.78% among 360,000. AID 602281;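 active = inhibition above the mean inhibition across every tested compound plus 3 SD, cut at about 22% in these data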;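 note: 0% = DMSO only wells and the 100% control is not disclosed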
MC4R ag barr – agonists of human melanocortin 4 receptor (MC4R) beta-arrestin. P32245. U2OS MC4R beta-arrestin complementation, luminescence; percent of melanotan II response, DMSO zero. activation, % at 8.9 µM. hit rate 0.98% among 360,000;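 active = activation above a per-plate cutoff, the mean activation of sample wells on that plate plus 3 SD, cut at about 8% in these data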
SRC1 inh – inhibits human SRC1 coactivator; hit rate 0.12% among 360,000; inhibition, % at 3.6 µM; AID 588354; Q15788; HEK293 GAL4-SRC1 luciferase reporter, luminescence;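 active = inhibition above the campaign mean plus 3 SD, with each screening campaign given its own cutoff, cut at about 60% in these data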;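 note: 0% = DMSO treated cells and 100% = gossypol at 36 µM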
Target sequence (Q15788 whole entry, looked up, the tested form may be a part): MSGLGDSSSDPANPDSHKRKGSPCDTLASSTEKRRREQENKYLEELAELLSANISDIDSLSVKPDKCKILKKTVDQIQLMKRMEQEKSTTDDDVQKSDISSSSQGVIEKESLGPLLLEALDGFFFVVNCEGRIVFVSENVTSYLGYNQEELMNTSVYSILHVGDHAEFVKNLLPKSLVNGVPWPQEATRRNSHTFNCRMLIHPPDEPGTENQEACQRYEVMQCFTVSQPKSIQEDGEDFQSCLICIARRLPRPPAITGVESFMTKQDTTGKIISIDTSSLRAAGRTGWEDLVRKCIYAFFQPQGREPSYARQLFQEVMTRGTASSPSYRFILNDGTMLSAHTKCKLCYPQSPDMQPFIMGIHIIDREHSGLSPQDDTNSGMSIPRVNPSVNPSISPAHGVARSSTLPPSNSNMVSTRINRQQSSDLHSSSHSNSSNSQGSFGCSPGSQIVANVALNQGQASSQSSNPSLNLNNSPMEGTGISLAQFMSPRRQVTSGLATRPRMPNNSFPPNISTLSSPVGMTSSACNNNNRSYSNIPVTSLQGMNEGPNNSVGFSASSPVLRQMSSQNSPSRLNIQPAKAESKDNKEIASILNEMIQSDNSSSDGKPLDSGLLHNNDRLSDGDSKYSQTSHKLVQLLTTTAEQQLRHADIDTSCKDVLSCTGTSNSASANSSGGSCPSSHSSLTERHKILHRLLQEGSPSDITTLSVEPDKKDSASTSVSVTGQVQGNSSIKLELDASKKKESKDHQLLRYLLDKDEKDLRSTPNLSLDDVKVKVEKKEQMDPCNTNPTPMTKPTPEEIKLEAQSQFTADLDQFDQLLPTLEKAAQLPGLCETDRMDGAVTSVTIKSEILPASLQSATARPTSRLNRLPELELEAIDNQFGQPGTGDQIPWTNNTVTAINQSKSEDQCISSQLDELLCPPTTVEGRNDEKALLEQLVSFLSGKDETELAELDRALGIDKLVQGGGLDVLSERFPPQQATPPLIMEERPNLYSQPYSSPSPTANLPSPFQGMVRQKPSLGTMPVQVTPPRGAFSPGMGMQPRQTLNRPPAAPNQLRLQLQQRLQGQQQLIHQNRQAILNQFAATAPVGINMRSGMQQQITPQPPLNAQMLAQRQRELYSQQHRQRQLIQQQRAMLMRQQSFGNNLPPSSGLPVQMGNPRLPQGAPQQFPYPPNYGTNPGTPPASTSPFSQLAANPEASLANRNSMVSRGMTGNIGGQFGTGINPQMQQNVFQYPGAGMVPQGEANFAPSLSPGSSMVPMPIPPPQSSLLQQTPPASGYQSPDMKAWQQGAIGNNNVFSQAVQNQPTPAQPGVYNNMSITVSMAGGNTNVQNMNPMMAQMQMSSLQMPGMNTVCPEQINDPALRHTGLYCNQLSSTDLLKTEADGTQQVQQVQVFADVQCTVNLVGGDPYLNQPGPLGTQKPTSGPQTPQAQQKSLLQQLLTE
LMP1 NFkB inh – inhibitors of Epstein-Barr LMP1-induced NF-kappaB reporter; LMP1-induced NF-kappaB luciferase reporter cells, luminescence; hit rate 0.69% among 350,000; inhibition, % at 12.5 µM; AID 504558; in the data active = inhibition above about 41%;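 note: 0% = neutral control wells and 100% = reference inhibitor control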
MC4R antag cAMP – blocks human MC4R cAMP signaling; MC4R-expressing cells, MTII-stimulated cAMP, LANCE TR-FRET; AID 540295; hit rate 0.48% among 360,000; P32245; inhibition, % at 6.5 µM;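 active = inhibition above its plate's cutoff, the mean of tested wells on that plate plus 3 SD, cut at about 29% in these data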;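 note: 0% = Melanotan II alone and 100% = Melanotan II plus saturating MCL0020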
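System: U2OS-MC4R stable cell line; Technique: Eu-cAMP/anti-cAMP TR-FRET, emission 671 nm; Repeats: single well per compound; Also added: Melanotan II; Dosing: one concentration, 6.5 µM nominal; Schedule: 30-min compound, 1-h challenge, 1-h detection, room temperature.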
TLR9-MyD88 block – inhibitors of human TLR9-MyD88 binding | hit rate 0.21% among 340,000 | inhibition, % at 4.98 µM | CHO BLA complementation TLR9-MyD88, CCF4 FRET ratio | AID 504734 | Q9NR96+Q99836;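 active = inhibition above the mean over all tested compounds plus 3 SD, cut at about 21% in these data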;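 note: 0% = DMSO only wells and 100% = clavulanate BLA inhibitor control wells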
NR2F2 inh – blocks human COUP-TFII nuclear receptor. inhibition, % at 8.6 µM. hit rate 0.7% among 370,000. HEK293T NGFI-A luciferase reporter, luminescence;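 active = inhibition above a per-plate cutoff, mean inhibition of test wells between control levels plus 3 SD, cut at about 38% in these data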;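 note: cells cotransfected with COUP-TFII expression vector driving the NGFI-A reporter; 0% = median of COUP-TF2 test wells and 100% = reporter-only cells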
NR5A2 inv ag – inverse agonists of human LRH-1 (NR5A2); HEK293T StAR-luciferase reporter, LRH-1 transfected, 24 h; inhibition, % at 3.6 µM; AID 602396; hit rate 0.13% among 360,000;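 active = inhibition above the mean inhibition of all tested compounds plus 3 SD, cut at about 73% in these data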;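 note: 0% = DMSO wells and 100% = reporter-only cells lacking LRH-1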
The depositor's hits bear a star; / = not tested or not shown. Some of the compounds tested; rates above refer to the full screens.

SMILES | NOD2-RIPK2 inh | SRC3 inh | NCOA2 inhibitor | ABHD5 PLIN5 PPI | MC4R ag barr | SRC1 inh | LMP1 NFkB inh | MC4R antag cAMP | TLR9-MyD88 block | NR2F2 inh | NR5A2 inv ag
Cc1ccccc1NS(=O)(=O)c1ccc(C(=O)NCC2(N3CCOCC3)CCCCC2)cc1 | 5.3 | 1.0 | -8.9 | 9.1 | -1.3 | -11.3 | -9.0 | 7.8 | 6.0 | -18.6 | 6.3
CCN(CC)C(=O)CN(c1ccc2c(c1)OCO2)S(C)(=O)=O | 2.4 | -6.5 | -1.2 | 2.1 | -1.2 | -14.6 | 12.0 | 3.2 | -6.1 | 0.5 | -2.0
CCOc1ccc(NC(=S)NC(=O)/C=C/c2ccc(C)cc2)c([N+](=O)[O-])c1 | -18.4 | -4.0 | -20.1 | -5.3 | 38.0* | 2.9 | -30.0 | -17.8 | -3.0 | 0.3 | -9.1
O=C(O)c1ccc2c(=O)n(Cc3ccccc3)c(SCc3ccc([N+](=O)[O-])cc3)nc2c1 | -15.4 | 1.1 | -3.5 | 0.0 | -1.9 | -49.9 | -2.3 | 9.4 | -2.2 | -15.2 | -7.7
CC1(c2ccccc2)CC(C)(C)N(C(=O)C2CCCO2)c2ccccc21 (stereo not given) | -0.7 | 12.4 | 16.8 | -4.9 | 7.6 | 1.6 | 5.1 | 9.1 | -8.1 | 13.8 | -15.1
O=C(O)COc1ccccc1/C=N/NC(=O)c1cccc(S(=O)(=O)Nc2cccc(Cl)c2)c1 | -2.6 | 6.7 | 16.1 | -5.9 | -1.6 | 5.9 | 2.2 | 3.1 | -7.1 | 6.7 | -13.2
CCOc1ccc(CCNC(=O)COC(=O)/C=C/c2ccccc2)cc1OCC | 4.7 | 8.1 | 11.2 | -6.4 | -1.5 | 1.8 | 4.0 | 0.3 | -4.1 | -4.7 | 14.2
O=C(Cn1cnc2ccccc2c1=O)c1ccc(Br)cc1 | -1.3 | -33.7 | -8.8 | 5.3 | 3.1 | -45.9 | -25.4 | 18.8 | -3.1 | -39.2 | -103.7
CN1/C(=C\C(=O)COC(=O)c2nccnc2N)C(C)(C)c2ccccc21 | 7.3 | -2.6 | 6.2 | 7.8 | -2.8 | 4.1 | 1.7 | 7.1 | -4.4 | 11.1 | -13.5
O=C(Nc1c(-c2ccccc2)[nH][nH]c1=O)c1cccs1 | -0.1 | / | 22.1 | -12.4 | / | / | / | / | / | 16.9 | 4.0
Cc1nn(-c2ccccc2)c2nc3c(cc12)C(=O)CCC3 | -17.2 | 23.2 | -23.3 | 12.9 | 3.1 | 19.3 | 3.5 | -1.4 | -0.6 | -12.3 | 5.1
O=C1c2oc3ccccc3c(=O)c2C(c2cccc(Br)c2)N1Cc1ccco1 (stereo not given) | -1.1 | 7.2 | -10.2 | -4.3 | -0.6 | 0.4 | 8.6 | 18.6 | -4.5 | 18.5 | -5.6

Profiles, quoted from the list. Screens in order: NOD2-RIPK2 inh | SRC3 inh | NCOA2 inhibitor | ABHD5 PLIN5 PPI | MC4R ag barr | SRC1 inh | LMP1 NFkB inh | MC4R antag cAMP | TLR9-MyD88 block | NR2F2 inh | NR5A2 inv ag
O=C(Nc1c(-c2ccccc2)[nH][nH]c1=O)c1cccs1 is entered as -0.1 | / | 22.1 | -12.4 | / | / | / | / | / | 16.9 | 4.0
CN1/C(=C\C(=O)COC(=O)c2nccnc2N)C(C)(C)c2ccccc21 is entered as 7.3 | -2.6 | 6.2 | 7.8 | -2.8 | 4.1 | 1.7 | 7.1 | -4.4 | 11.1 | -13.5

(list continues)
SMILES | NOD2-RIPK2 inh | SRC3 inh | NCOA2 inhibitor | ABHD5 PLIN5 PPI | MC4R ag barr | SRC1 inh | LMP1 NFkB inh | MC4R antag cAMP | TLR9-MyD88 block | NR2F2 inh | NR5A2 inv ag
Fc1ccc(F)c(NC(=S)NCCc2ccccc2)c1 | 2.0 | 9.3 | 12.6 | 2.5 | -0.8 | -40.8 | -7.4 | 9.4 | -12.4 | 8.5 | -12.1
Cc1ccc(S(=O)(=O)N(C)CCCC(=O)Nc2ccc(F)cc2)cc1 | 3.0 | -6.2 | 6.0 | -6.6 | 1.1 | -2.9 | 0.5 | -2.0 | 8.3 | 1.5 | 13.4
O=S(=O)(NCc1nnc2ccccn12)c1ccc(Cl)cc1 | -6.0 | 15.4 | -8.3 | 3.3 | 2.5 | -6.5 | 2.2 | 16.2 | -5.9 | 10.3 | -9.0
NC(=O)Cn1c(=O)n(CCc2ccccc2)c(=O)c2c3c(sc21)CCCC3 | -5.1 | 14.7 | 7.3 | 1.1 | -1.1 | 17.3 | -0.6 | 5.4 | 6.4 | 7.4 | -34.8
CCN1CCN(c2ccc(S(=O)(=O)N3CCOCC3)cc2NC(=O)c2cc(F)c(F)c(F)c2F)CC1 | -7.0 | -33.1 | 15.0 | 11.5 | -1.5 | -3.5 | -18.9 | 12.7 | -1.7 | 5.5 | -8.7
O=c1oc(-c2cccs2)nc2ccc(Cl)cc12 | -10.8 | -2.2 | -14.8 | 3.3 | 2.7 | -33.5 | -8.7 | -2.2 | -8.4 | -4.7 | 5.5
CC(=O)NC(C)C12CC3CC(CC(CC(=O)O)(C3)C1)C2 (stereo not given) | -57.1 | -0.3 | -7.0 | -3.2 | 0.9 | -0.1 | -9.1 | 9.2 | -9.7 | -18.3 | -10.6
O=C(NNS(=O)(=O)c1ccccc1C(F)(F)F)c1cc2ncc(C(F)(F)F)cc2s1 | -35.0 | 21.6 | 0.7 | 1.1 | 0.3 | 7.2 | / | -2.9 | / | -3.6 | 11.3
COc1ccc(/C(O)=C2/C(=O)C(=O)N(CCCN3CCOCC3)C2c2ccc(N(C)C)cc2)cc1 (stereo not given) | -3.0 | 11.2 | -8.9 | -0.1 | -1.9 | -3.1 | -30.4 | 2.5 | -10.6 | -0.3 | 9.8
Cc1ncsc1CCOC(=O)C12CC3CC(CC(C3)C1)C2 | 8.1 | 0.5 | 18.2 | 4.0 | 4.3 | -7.3 | -26.4 | 7.4 | 2.8 | 12.2 | -20.3
COC(=O)c1ccccc1NC(=O)c1nc2nc(C)cc(C(F)F)n2n1 | -9.3 | -4.3 | -14.8 | 1.4 | -2.0 | -95.7 | 0.6 | -3.8 | -3.6 | -3.3 | 18.3
CCC(CO)Oc1cc(NCc2ccc(Cl)cc2Cl)c2ncn(C(C)C)c2c1 (stereo not given) | 3.9 | 10.2 | -10.8 | 6.8 | 0.4 | -0.4 | -28.2 | 2.4 | 4.5 | 1.1 | 5.9
CN(C)S(=O)(=O)c1cccc(-c2nnc3n2CCCCC3)c1 | 3.0 | 6.4 | -17.8 | -1.0 | -1.8 | -5.7 | 0.1 | 1.4 | 4.5 | 4.8 | 5.6
COc1ccc(NC(=O)NNC(=O)c2ccc3ccccc3c2)cc1OC | -2.9 | -1.1 | 12.5 | 8.1 | 0.3 | -4.8 | 7.5 | -1.1 | -3.0 | 4.0 | -3.7
COc1ccc2nc(NC(=O)CN(C)S(=O)(=O)c3cccs3)sc2c1 | 2.3 | 7.5 | -0.2 | 13.2 | -0.1 | -17.2 | -25.2 | -0.8 | -0.6 | -11.9 | -11.1
O=C(NCCn1cc(SCc2ccccc2)c2ccccc21)c1ccccc1F | 4.4 | -1.1 | 1.8 | -23.2 | -0.8 | 17.0 | 10.8 | 3.2 | 3.7 | -18.1 | -17.8
O=[N+]([O-])c1c(NCCO)cc(N2CCN(Cc3ccc4c(c3)OCO4)CC2)c2nonc12 | -11.7 | 23.4 | 10.9 | 0.9 | -0.8 | -5.7 | -6.9 | 20.6 | 2.5 | 7.5 | 12.3
Nc1cc(-c2ccccc2)nn1S(=O)(=O)c1ccc(F)cc1 | -3.6 | 11.4 | -0.6 | -4.9 | -2.1 | -10.9 | -6.0 | 17.3 | 6.7 | 28.6 | 16.8
CCOc1cc(C2CC(=O)Nc3cc(C)c(C)cc32)ccc1O (stereo not given) | -4.6 | 14.9 | 7.0 | 5.4 | -7.4 | -1.0 | 5.2 | -2.9 | -4.6 | -15.7 | -11.2
O=C(CN1CCN(C(=O)c2ccccc2)CC1)Nc1ncc(Br)cc1Br | -12.3 | -3.8 | -8.5 | 1.5 | 1.3 | -8.4 | 3.0 | 2.8 | -0.7 | -7.6 | 35.6
CC(=O)N(CCCNC(=O)c1ccccc1)C(=O)c1ccccc1 | -8.8 | 2.5 | -14.1 | 6.2 | -0.9 | 6.0 | 6.3 | -1.7 | -4.6 | -3.7 | 10.4
O=C(c1ccc(CS(=O)Cc2ccc(Cl)cc2)o1)N1CCN(C2CCCCC2)CC1 (stereo not given) | -9.4 | 1.6 | -22.0 | 2.9 | 1.5 | -8.3 | 4.8 | 1.2 | 10.4 | -2.4 | 2.6
COC(=O)c1ccc(C)c(NC(=O)Cn2c(C)csc2=O)c1 | -1.8 | 20.1 | 30.4 | -5.2 | -3.2 | -14.3 | 0.1 | 2.4 | -12.6 | -4.8 | 9.8
Cn1cccc1Cc1nnc(SCC(=O)Nc2ccccc2F)n1CCc1ccccc1 | 6.3 | 6.6 | -37.5 | -3.2 | 1.9 | 11.8 | -3.1 | 5.8 | 6.6 | 6.0 | 9.1
Cc1cccc(C)c1NC(=O)CN(C)C(C)C(=O)Nc1ccccc1-c1ccccc1 (stereo not given) | 3.5 | 15.2 | -32.1 | 4.4 | 0.1 | 1.7 | -2.1 | 2.5 | -3.8 | -1.5 | 2.5
COc1ccc(CCNC(=O)c2cc3cc(F)ccc3nc2C)cc1OC | -6.1 | 8.8 | -34.3 | 3.5 | -0.8 | 8.8 | 10.2 | -3.2 | -0.1 | 12.1 | -1.0
O=C(CNCC1CCCCC1)Nc1cccc(S(=O)(=O)N2CCOCC2)c1 | -11.1 | 13.5 | 20.0 | 0.2 | 2.6 | 6.8 | -10.0 | 5.7 | -2.5 | -10.6 | -14.0
COc1cccc(CNC(=O)CCC2CCCN(C(=O)c3cc(C)[nH]n3)C2)c1 (stereo not given) | -6.8 | 2.9 | 0.7 | -3.5 | -3.1 | -12.9 | 5.6 | 4.7 | -7.2 | 8.4 | 2.2
O=C(Nc1ccc(Oc2cccc(C(F)(F)F)c2)nc1)c1cccs1 | 6.6 | 18.2 | 10.9 | -1.6 | -0.4 | 7.5 | 13.1 | 10.6 | 0.9 | 13.9 | 8.9
CCN1CCN(C(CNC(=O)c2ccc3c(c2)OCO3)c2cccnc2)CC1 (stereo not given) | 6.8 | -17.4 | -19.2 | -0.4 | 0.2 | -8.0 | 3.2 | -2.8 | 2.5 | -39.6 | -9.0
Cc1ccc(Sc2ccc(C(=O)N(C)C)cc2[N+](=O)[O-])cc1 | -6.7 | 2.5 | -2.0 | 4.1 | -4.4 | -0.3 | -1.4 | 0.7 | 5.1 | 0.1 | -2.0
CCc1ccc(NC(=O)COn2nnc3ccc(S(=O)(=O)N(C)C)cc32)cc1 | -0.9 | 4.7 | -0.4 | -7.6 | -0.1 | 3.0 | -3.2 | 3.6 | 2.6 | 3.2 | 10.9
